# Assay outcomes (PubChem)
# V1aR counter = activates human V1a receptor in oxytocin agonist counter-screen; P37288; CHO-V1R cells, Fluo-8 calcium fluorescence, agonist mode; 0% DMSO, 100% 3 nM vasopressin; activation, % at 3 µM; 320,000 compounds, 0.25% hits;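 active = activation above the mean activation of all tested compounds plus 3 SD, per screening run, cut at about 20% in these data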;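 note: signal is peak over basal fluorescence ratio across a 100 second FLIPR read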
# Target sequence (P37288 whole entry, looked up): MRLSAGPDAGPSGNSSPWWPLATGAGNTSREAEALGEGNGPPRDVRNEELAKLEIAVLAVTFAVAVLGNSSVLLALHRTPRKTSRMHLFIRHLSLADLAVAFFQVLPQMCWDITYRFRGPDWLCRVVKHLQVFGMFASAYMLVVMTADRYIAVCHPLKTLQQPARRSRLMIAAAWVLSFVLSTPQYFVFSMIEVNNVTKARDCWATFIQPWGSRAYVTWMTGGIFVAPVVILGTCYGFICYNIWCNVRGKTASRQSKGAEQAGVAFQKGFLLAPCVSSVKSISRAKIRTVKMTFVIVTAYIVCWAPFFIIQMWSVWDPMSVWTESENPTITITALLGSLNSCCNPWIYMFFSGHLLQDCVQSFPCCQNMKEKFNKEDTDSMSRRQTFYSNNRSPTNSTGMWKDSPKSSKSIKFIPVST
# M1 PAM parental = nonselective activator or artifact in parental CHO-K1 calcium assay | activation, % at 3 µM | AID 602247 | 360,000 compounds, 0.02% hits | ATP EC20, Fluo-8 calcium fluorescence; 0% at ATP EC20, 100% at ATP max;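 active = activation above the run cutoff, the mean activation of all test compounds plus 3 SD, cut at about 40% in these data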;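 note: peak over basal fluorescence ratio in a 140 s read after ATP addition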
# TAAR1 antag = human TAAR1 antagonism; Q96RJ0; CHO RD-HGA16 TAAR1, Fluo-8 calcium fluorescence, antagonist; 360,000 compounds, 1.5% hits; inhibition, % at 3 µM;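 active = inhibition above a per-plate cutoff, the mean inhibition of test compounds on that plate plus 3 SD, cut at about 49% in these data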;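 note: 0% = DMSO plus EC80 beta-PEA response and 100% = DMSO alone without agonist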
# Target sequence (Q96RJ0 whole entry, looked up): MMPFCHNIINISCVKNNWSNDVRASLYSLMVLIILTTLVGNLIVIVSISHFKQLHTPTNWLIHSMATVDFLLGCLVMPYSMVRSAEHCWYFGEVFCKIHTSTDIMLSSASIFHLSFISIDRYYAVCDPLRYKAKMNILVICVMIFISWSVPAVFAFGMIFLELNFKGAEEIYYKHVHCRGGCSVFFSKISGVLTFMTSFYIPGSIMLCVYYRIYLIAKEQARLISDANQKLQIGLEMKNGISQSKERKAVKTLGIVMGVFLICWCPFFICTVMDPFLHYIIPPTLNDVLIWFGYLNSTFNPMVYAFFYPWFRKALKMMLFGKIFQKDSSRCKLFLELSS
#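 Test system: hTAAR1-expressing CHO RD-HGA16 cells, Gα16-coupled; Probe or stimulus: EC80 β-phenethylamine stimulus; Compound dosing: single nominal final test compound concentration of 3 µM; Timing: 140 s kinetic read after compound, 140 s after agonist; Signal: Fluo-8 calcium-sensitive fluorescence; Measure: % inhibition of agonist calcium response; Controls: DMSO and EC80 PEA controls.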
# CHO-K1 Ca ag = nonselective activator or artifact in parental CHO-K1 cells | Fluo-8 calcium fluorescence; scaled to maximal ATP response, vehicle zero | 360,000 compounds, 0.48% hits | activation, % at 3 µM | AID 602248; in the data active = activation above about 15%;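 note: untransfected CHO-K1 host cells lacking M1 receptor as counterscreen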
# OXTR ag = human OXTR agonism | P30559 | CHO-OTR cells, Fluo-8 calcium fluorescence; normalized: DMSO 0%, oxytocin 100% | activation, % at 3 µM | 320,000 compounds, 0.32% hits;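 active = activation above the mean of all tested compounds plus 3 SD, cutoff set per screening run, cut at about 20% in these data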;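 note: peak over basal fluorescence ratio from a 100 s FLIPR kinetic read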
# OXTR potentiator = potentiators of human oxytocin receptor; P30559; CHO-OTR cells, Fluo-8 calcium fluorescence, potentiator mode; 0% = oxytocin EC15, 100% = EC100; activation, % at 3 µM; 320,000 compounds, 0.061% hits; AID 2445;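 active = activation above that plate's cutoff, the mean activation of tested compounds plus 3 SD, cut at about 6.6% in these data, passing the limit was not always enough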;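 note: 100% uses oxytocin at 75 nM as the full agonist control; some results filed as inactive read as strong as hits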
#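 Material: CHO-OTR cells, human receptor; compound dosing: single dose, 3.0 µM nominal final compound concentration; schedule: 6 min compound pre-incubation at room temperature, 100 s kinetic read; measured by: kinetic Fluo-8 calcium fluorescence; read-out basis: % activation vs EC15 and EC100 oxytocin; controls: EC15 oxytocin alone as 0%, 75 nM oxytocin as 100%; replicates: singlicate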
# CHO parental Ca = signal in parental CHO cells, OX1R antagonist counter-screen | parental CHO-K1, ATP-induced calcium, Fluo-8 fluorescence | inhibition, % at 5.6 µM | 330,000 compounds, 0.63% hits | AID 463079;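 active = inhibition above that plate's mean sample inhibition plus 3 SD, cut at about 26% in these data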;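 note: 0% = ATP-challenged DMSO wells and 100% = DMSO wells without ATP; some compounds past the cut are filed as inactive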
#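 material = parental CHO cells | also added = ATP as calcium-mobilizing challenge | dosing = single point at 5.6 µM | detection = intracellular calcium via Fluo-8 no-wash fluorescent dye | read-out = % inhibition | benchmarks = low control ATP plus DMSO, high control DMSO only | repeats = one well per compound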
# CHO-K1 Ca antag = nonselective inhibitor or artifact in parental CHO-K1 cells. ATP-induced calcium, Fluo-8 fluorescence. inhibition, % at 3 µM. 360,000 compounds, 0.6% hits. AID 602250;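 active = inhibition above a per-plate cutoff, the plate's mean sample inhibition plus 3 SD, cut at about 24% in these data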;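 note: 0% = DMSO plus EC80 ATP and 100% = DMSO alone without ATP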
# GPR7 antagonist = antagonists of human GPR7 (neuropeptides B/W receptor 1). 290,000 compounds, 1.1% hits. inhibition, % at 4.4 µM. P48145. GPR7-expressing cells, fluorescence antagonist assay; in the data active = inhibition above about 16%, passing the limit was not always enough;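 note: cells stimulated with the agonist NPW; 0% = agonist with vehicle and 100% = vehicle without agonist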
# Target sequence (P48145 whole entry, looked up): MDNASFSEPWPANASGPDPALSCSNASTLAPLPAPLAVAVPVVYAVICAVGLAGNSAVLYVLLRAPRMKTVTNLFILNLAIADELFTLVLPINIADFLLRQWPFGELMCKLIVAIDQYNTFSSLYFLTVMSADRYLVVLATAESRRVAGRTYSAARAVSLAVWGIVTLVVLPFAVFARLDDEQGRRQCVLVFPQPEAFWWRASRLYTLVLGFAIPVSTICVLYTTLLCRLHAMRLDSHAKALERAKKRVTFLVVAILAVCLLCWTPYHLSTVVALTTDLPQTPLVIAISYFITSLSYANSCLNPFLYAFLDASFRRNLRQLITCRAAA
# Starred values were filed as active, the others as inactive; . = not tested or not shown. Hits appear at their usual frequency, and some 3.5% of all compounds hit somewhere here.
SMILES,V1aR counter,M1 PAM parental,TAAR1 antag,CHO-K1 Ca ag,OXTR ag,OXTR potentiator,CHO parental Ca,CHO-K1 Ca antag,GPR7 antagonist
O=C(NCc1ccco1)/C(=C/c1ccc([N+](=O)[O-])cc1)NC(=O)c1ccco1,-0.2,10,9,0.1,-0.5,-4,-13,-13,-5
O=C(CN1CCN(c2ccc(F)cc2)CC1)N1CCC(Cc2ccccc2)CC1,2.2,-5,-9,4.0,2.2,-4,-19,-12,11
c1c2c(cc3sc(N4CCOCC4)nc13)OCCO2,-0.9,5,10,-0.3,-1.6,0,-9,-2,-12
COc1cc(OC)cc(-c2nnc(NC(=O)Cc3ccc(F)cc3)o2)c1,0.6,4,-16,1.0,-1.1,-6,6,0,-7
COC(=O)CCN(C(=O)c1cc([N+](=O)[O-])cc([N+](=O)[O-])c1)c1ccccn1,0.3,-12,13,0.2,0.7,-2,1,12,-9
Cc1cc2ncc(-c3ccccc3)nc2cc1C,-0.3,-9,12,-0.2,-0.3,2,-11,-8,7
CNC(=O)c1ccsc1NC(=O)CCS(=O)(=O)c1ccc(C)cc1,-0.1,7,-14,1.5,-0.4,-8,-6,-9,.
COc1ccc(C(C)=O)cc1CSCCC#N,0.0,-1,-13,0.5,-0.4,-9,-18,-15,-4
COc1cc(/C=C(\C#N)c2nc3ccccc3[nH]2)ccc1OC(=O)c1ccco1,2.9,19,18,7.5,2.0,-8,2,-10,2
CCc1ccc(/C=C2/C(=O)N(C)C(=S)N2CC(=O)OC)s1,-1.4,29,9,1.0,-0.8,-6,-14,-8,27*
CCCN1C2CCCC1CC(NC(=O)c1ccc(C(C)(C)C)cc1)C2 (stereo unspecified),.,-19,-19,0.1,.,.,.,13,0
Cc1nc2ccccc2c2oc(C(=O)N3CCc4ccccc4C3)cc12,4.1,-2,58*,3.0,3.9,-11,-11,19,-3
O=c1cc(-c2ccc(O)cc2)oc2cc(O)cc(O)c12,1.9,-12,-9,0.4,3.4,-7,8,8,.
c1cc(-n2nnc3cnccc32)ccn1,0.4,16,-17,0.3,-0.2,-9,-11,-7,-9
O=C(NCC1CCCO1)C(=O)N/N=C/c1cccc(Cl)c1 (stereo unspecified),0.9,7,-23,-0.9,-1.3,-8,-2,1,-4
Cc1ccc(-c2csc(NC(=O)c3cccs3)n2)cc1,-0.9,12,-11,0.0,-2.5,-13,-33,-8,1
CSc1nnc2c(n1)OC(c1cn(C)c3ccccc13)N(C(C)=O)c1ccccc1-2 (stereo unspecified),0.5,.,.,.,0.7,3,-8,.,-7
O=C(/C=C/c1c(F)cccc1Cl)NCCCN1CCOCC1,-0.3,-6,-29,0.4,0.8,-2,-5,3,-18
CC1CC(C)CN(C(=O)CN2C(=O)NC3(CCCCCC3)C2=O)C1 (stereo unspecified),1.7,12,-3,1.0,2.7,0,-21,-23,.
Cc1ccc2sc(NC(=O)CN3C(=O)CCC3=O)nc2c1C,1.9,-6,-13,0.6,3.1,-6,-3,29*,-11
CCN(CC)c1ccc(-c2n[nH]c(=S)n2-c2ccccc2C)cc1,0.1,-13,-28,-0.5,-2.5,-10,0,-4,-3
COc1ccc(CCn2c(N)c(C(=O)NCc3ccco3)c3nc4ccccc4nc32)cc1,0.8,17,25,4.0,4.3,-14,-1,-3,19
CCOc1ccccc1NC(=O)CCNS(=O)(=O)c1cccc2nsnc12,-0.4,8,-8,1.1,-0.3,3,-11,-17,-8
CC(C)[C@H](NC(=O)N1CCn2c1nc1ccccc12)C(=O)NCC1CCCO1 (stereo partly specified),-0.9,-20,-15,-0.3,-0.2,2,-26,7,-17
Cc1nc(CSc2ccc(Cl)cc2)cc(N2CC(C)OC(C)C2)n1 (stereo unspecified),-0.6,-1,-4,-0.2,-0.4,2,-12,-6,0
O=C(NN1C(=O)C2C(c3ccccc3)C=CC(c3ccccc3)C2C1=O)c1ccncc1 (stereo unspecified),-0.2,21,24,1.9,0.5,-17,-4,-13,-3
COc1ccc(C(=O)N2CCCC(Nc3ccc(F)c(F)c3)C2)c(OC)n1 (stereo unspecified),3.7,-3,-28,0.4,-1.2,-10,-21,2,-8
CCNC(=O)N(C)c1nncnc1C(=O)NC,.,22,-7,0.6,.,.,.,-15,-2
CN(C(=O)C1CCOC1)c1nnc(-c2cnccn2)s1 (stereo unspecified),2.0,0,-12,0.0,0.0,3,-6,5,-8
Cc1c(C(=O)Nc2cc(F)ccc2F)sc2nc3n(c(=O)c12)CCCCC3,1.8,18,-16,0.6,0.3,0,4,-8,-6
CC(C)c1ccc(NC(=O)C(=O)c2cn(CC(=O)N3CCCCC3)c3ccccc23)cc1,0.6,-9,11,2.2,0.7,-2,-23,-2,-1
CCC(=O)Nc1ccc(NC(=O)c2ccco2)c(OC)c1,0.9,10,-2,0.6,0.5,-11,-12,-8,-14
COCC(=O)/C=C1\Sc2ccccc2N1C,0.2,18,-2,-0.5,-1.1,1,0,-21,0
CN(C)S(=O)(=O)c1ccc(C(=O)NCC(=O)N/N=C/c2cccs2)cc1,-0.2,17,4,0.3,0.2,3,-4,1,-1
CCOCCCNC(=O)CCn1nc(-c2ccc(Cl)cc2)ccc1=O,-0.3,6,-5,2.5,-0.6,-8,-9,-6,6
COCCCNC(=O)c1csc([C@@H]2O[C@H](CO)[C@H](O)[C@H](O)[C@H]2O)n1,.,17,-10,2.5,.,.,.,-1,.
O=C(Nc1nc(-c2cc3ccccc3oc2=O)cs1)c1ccc(Br)o1,0.4,14,-10,0.5,-0.1,-3,0,-11,-6
O=C(CSc1n[nH]c(-c2ccncc2)n1)Nc1ccc(Br)cc1,3.9,17,5,8.6,5.0,-4,6,-15,-12
CCOc1ccc(N(CC(=O)N/N=C/c2ccc(OC(C)C)cc2)S(C)(=O)=O)cc1,-1.2,30,-22,1.7,-2.4,-6,-25,-16,-3
C/C(=N\NC(=O)c1ccn(C)n1)c1cccc(NC(=O)c2ccncc2)c1,1.1,17,-4,0.8,-0.3,-3,-8,-5,-7
COc1cc2c(OC)cccc2cc1C(=O)O,-0.7,-2,5,-0.6,0.3,-2,-16,19,-7
COc1ccc(Cc2nc3ccc(C(=O)N4CCCC4)cc3o2)cc1,0.7,-7,-31,0.5,-0.6,6,-10,-2,5
CC(=O)Nc1ccc(-c2ccc3nnc(C)n3n2)cc1,-0.9,10,-4,1.1,1.7,-1,4,-18,0
COc1ccc(-c2ccc(C(=O)N3CCN(C)CC3)c3occc23)c(C)c1,.,-10,8,0.1,.,.,.,32*,.
COc1cccc(C2/C(=C(\O)c3ccc4c(c3)OCCO4)C(=O)C(=O)N2CCCN2CCOCC2)c1OC (stereo unspecified),-0.4,10,.,2.0,-0.4,-3,-1,-14,-6
Cc1ccnc(N2CCCC(C(=O)Nc3nnc(C)s3)C2)n1 (stereo unspecified),-0.4,-4,10,-0.2,0.6,-2,-9,5,-1
COc1ccc(Cl)c(NC(=O)Nc2c(C)n(-c3ccccc3)c(=O)n2C)c1,0.8,18,1,-0.2,-0.5,-8,0,-5,-12
CC1CCCN(C2(O)C(=O)Nc3ccc(Cl)cc32)C1 (stereo unspecified),-0.9,-25,-3,0.1,-0.9,-15,0,4,-1
Cc1noc(C)c1S(=O)(=O)N1CCC(C(=O)c2ccccc2)CC1,-0.1,19,-17,1.4,-1.2,1,-13,-14,5
CCOC(=O)C1CCN(S(=O)(=O)CCNC(=O)c2ccc(F)cc2)CC1,-1.3,1,-8,1.3,-0.6,1,-3,4,.
Cn1c(=O)n(C)c2cc(C(N)=O)ccc21,-0.1,-14,4,0.1,0.4,-3,-10,9,-14
CCCCCCN1CCN(C2CN(Cc3cn(Cc4ccc(Cl)cc4)nn3)S(=O)(=O)C2)CC1 (stereo unspecified),.,10,-20,6.0,.,.,.,-17,.
COc1ccc(CNS(=O)(=O)NCc2ccccc2F)cc1,0.1,-20,-3,0.0,-1.6,0,-2,2,-5
CC(C)Cn1nc(C(=O)Nc2nnc(C3CC3)s2)c2ccccc2c1=O,-0.8,1,-23,-1.2,-0.9,-3,-34,-9,.
Cc1ccc(-n2c3c(c(=O)[nH]c2=S)C(C(F)(F)F)(C(F)(F)F)NC(=O)N3)cc1,0.3,8,-5,-0.3,1.2,4,7,4,3
CCOc1ccc(N(CC(=O)NN=C2CCN(C)CC2)S(=O)(=O)c2ccc(Br)cc2)cc1,.,-4,-25,0.7,.,.,.,-6,2
Cc1ccccc1OCC(=O)N/N=C/c1cccc2cccnc12,3.0,17,-24,1.6,0.0,-3,-17,-14,0
CCOc1cc(OCC)cc(C(=O)NCc2ccco2)c1,0.0,0,-17,0.0,-1.3,-1,-6,-4,-13
Brc1cccc2sc(N3CCN(c4ccccc4)CC3)nc12,1.2,7,7,0.5,-0.5,-4,-16,-12,-13
Cc1ccnc(N/C=C/C(=O)c2ccc(Br)cc2)c1,.,-21,-17,-0.5,.,.,.,-4,16

# Shown tab-delimited: entries from further up.
compound	V1aR counter	M1 PAM parental	TAAR1 antag	CHO-K1 Ca ag	OXTR ag	OXTR potentiator	CHO parental Ca	CHO-K1 Ca antag	GPR7 antagonist
CCOc1ccc(N(CC(=O)N/N=C/c2ccc(OC(C)C)cc2)S(C)(=O)=O)cc1	-1.2	30	-22	1.7	-2.4	-6	-25	-16	-3
C/C(=N\NC(=O)c1ccn(C)n1)c1cccc(NC(=O)c2ccncc2)c1	1.1	17	-4	0.8	-0.3	-3	-8	-5	-7
COc1cc2c(OC)cccc2cc1C(=O)O	-0.7	-2	5	-0.6	0.3	-2	-16	19	-7

# Next section.
SMILES,V1aR counter,M1 PAM parental,TAAR1 antag,CHO-K1 Ca ag,OXTR ag,OXTR potentiator,CHO parental Ca,CHO-K1 Ca antag,GPR7 antagonist
O=C(CCN1C(=O)COc2ccccc21)NCCCN1CCc2ccccc2C1,0.1,-13,15,0.4,-1.1,-4,-11,8,-7
CCc1ccccc1NS(=O)(=O)c1ccc2c(c1)NC(=O)CC(=O)N2,3.8,6,-13,0.0,-0.5,-3,-17,5,-5
COc1ccc(/C=C/C(=O)NCC(=O)N/N=C(\C)Cc2ccccc2)cc1,-0.5,-8,-14,0.6,-1.4,3,-18,-5,-13
O=C1C(=O)N(Cc2cccnc2)C(c2cccc(F)c2)/C1=C(/O)c1ccc2c(c1)OCO2 (stereo unspecified),6.5,4,-1,1.5,-0.2,-5,-3,-5,-16
CCCCn1c(N)c(N(CC(C)C)C(=O)c2ccc3c(c2)NC(=O)C(C)S3)c(=O)[nH]c1=O (stereo unspecified),-0.1,15,-13,0.3,0.6,0,-8,-8,-23
CCNC(=O)C1(C)CCN(C(=O)c2c(F)cccc2F)C1 (stereo unspecified),.,4,-8,0.0,.,.,.,-8,.
